# Assay outcomes as filed in PubChem BioAssay.
# IMP-1 inhibitor: inhibitors of Pseudomonas aeruginosa IMP-1 metallo-beta-lactamase. AID 1556. inhibition, % at 5.6 µM. 290,000 tested, 0.45% active. purified IMP-1, nitrocefin hydrolysis, epi-absorbance fluorescence;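 active = inhibition above the mean plus 3 SD of all compounds in the same screening run, cut at about 4.5% in these data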;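 note: 0% = IMP-1 with DMSO and 100% = DMSO wells lacking enzyme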
#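 System: purified IMP-1; amount: IMP-1 0.2 nM before substrate addition; compound: single dose, 5.6 µM; times: 25 °C, 15 min preincubation, 25 min reaction; signal: Epi-absorbance via hydrolysed-nitrocefin quenching of white-plate fluorescence, 480/530 nm, EDTA stop; benchmarks: DMSO with and without IMP-1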
# PHOSPHO1 block: blocks human PHOSPHO1 phosphatase activity; Q8TCT1; 290,000 tested, 1.1% active; recombinant PHOSPHO1, absorbance phosphatase assay; AID 1565; inhibition, % at 13.3 µM; in the data active = inhibition above about 60%
# Target sequence (Q8TCT1 whole entry, looked up): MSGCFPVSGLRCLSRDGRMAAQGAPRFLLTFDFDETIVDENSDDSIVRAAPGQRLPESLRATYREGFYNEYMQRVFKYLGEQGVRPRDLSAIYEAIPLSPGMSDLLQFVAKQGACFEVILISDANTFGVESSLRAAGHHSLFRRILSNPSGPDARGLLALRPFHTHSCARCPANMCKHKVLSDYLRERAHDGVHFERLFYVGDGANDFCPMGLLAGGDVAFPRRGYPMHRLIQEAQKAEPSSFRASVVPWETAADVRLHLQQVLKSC
# V1R ag counter: activates human V1a receptor in oxytocin agonist counter-screen; P37288; CHO-V1R cells, Fluo-8 calcium fluorescence, agonist mode; 0% DMSO, 100% 3 nM vasopressin; activation, % at 3 µM; 320,000 tested, 0.25% active; AID 2797;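 active = activation above the mean activation of all tested compounds plus 3 SD, per screening run, cut at about 20% in these data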;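 note: signal is peak over basal fluorescence ratio across a 100 second FLIPR read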
# DNA FID counter: counter-screen for HCV NS3 helicase inhibitors: DNA intercalator displacement; inhibition, % at 7.9 µM; 290,000 tested, 0.17% active; DNA fluorescent intercalator displacement, fluorescence; AID 1845; in the data active = inhibition above about 37%;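 note: 0% = vehicle and 100% = reference compound; higher means more ethidium bromide displaced from hairpin DNA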
# VIM-2 inhibitor: inhibitors of Pseudomonas aeruginosa VIM-2 metallo-beta-lactamase; purified VIM-2, nitrocefin hydrolysis, epi-absorbance fluorescence; inhibition, % at 5.6 µM; 290,000 tested, 0.89% active; AID 1527;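 active = inhibition above the mean of all tested compounds plus 3 SD, cutoff set per screening run, cut at about 7.5% in these data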;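 note: red hydrolysis product quenches plate fluorescence so inhibitors raise well fluorescence; 0% = enzyme with DMSO and 100% = DMSO without enzyme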
# OXTR ag: activates the human oxytocin receptor; activation, % at 3 µM; 320,000 tested, 0.32% active; CHO-OTR cells, Fluo-8 calcium fluorescence; normalized: DMSO 0%, oxytocin 100%; P30559; AID 2435;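 active = activation above the mean of all tested compounds plus 3 SD, cutoff set per screening run, cut at about 20% in these data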;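 note: peak over basal fluorescence ratio from a 100 s FLIPR kinetic read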
# GPR7 antag: blocks human GPR7 receptor signaling; 290,000 tested, 1.1% active; GPR7-expressing cells, fluorescence antagonist assay; P48145; inhibition, % at 4.4 µM; AID 1861; in the data active = inhibition above about 16%, passing the limit was not always enough;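 note: cells stimulated with the agonist NPW; 0% = agonist with vehicle and 100% = vehicle without agonist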
# Target sequence (P48145 whole entry, looked up): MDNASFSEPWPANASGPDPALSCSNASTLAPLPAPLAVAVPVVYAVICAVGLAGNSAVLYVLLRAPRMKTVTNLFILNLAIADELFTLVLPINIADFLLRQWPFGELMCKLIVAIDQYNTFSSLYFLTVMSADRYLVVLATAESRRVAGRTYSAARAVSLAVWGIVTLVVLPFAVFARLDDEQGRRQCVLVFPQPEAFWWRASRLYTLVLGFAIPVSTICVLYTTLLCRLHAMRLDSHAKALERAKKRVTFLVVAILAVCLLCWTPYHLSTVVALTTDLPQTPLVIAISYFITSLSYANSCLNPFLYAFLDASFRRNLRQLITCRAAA
# GalR3 antagonist: human GalR3 antagonism | O60755 | HEK293 GalR3-CNG cAMP membrane potential fluorescence; galR3 body fused to GalR1 C-terminus | inhibition, % at 3 µM | 360,000 tested, 0.44% active;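 active = inhibition above the screen-wide average plus 3 SD, cut at about 13% in these data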;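 note: forskolin and galanin both at EC90 stimulate the cells; cAMP rise reported by CNG channel membrane potential dye signal; 0% = forskolin plus galanin with DMSO and 100% = forskolin alone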
# Target sequence (O60755 1-299 limits assumed): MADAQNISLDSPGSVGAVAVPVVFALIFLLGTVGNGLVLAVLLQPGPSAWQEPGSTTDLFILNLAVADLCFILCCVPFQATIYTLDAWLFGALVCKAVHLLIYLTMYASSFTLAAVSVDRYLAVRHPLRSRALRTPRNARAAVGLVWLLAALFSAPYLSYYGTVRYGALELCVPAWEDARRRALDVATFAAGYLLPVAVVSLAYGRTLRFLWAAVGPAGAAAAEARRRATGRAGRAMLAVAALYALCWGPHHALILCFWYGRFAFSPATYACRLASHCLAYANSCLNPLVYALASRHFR
# NS3 helicase inh: inhibitors of Hepatitis C virus NS3 helicase | NS3 helicase DNA unwinding, Cy5 molecular beacon fluorescence | inhibition, % at 10.9 µM | 290,000 tested, 0.56% active;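 active = inhibition above the mean of all tested compounds plus 3 SD, set per campaign, cut at about 35% in these data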;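 note: 0% = DMSO wells and 100% = thioflavine S control wells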
#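 System: HCV NS3 helicase fragment; control set: DMSO and thioflavine S; technique: Cy5 fluorescence at 0 and 60 min, beacon hairpin quenching; reagent: beacon DNA duplex substrate plus ATP; replicates: singlicate; schedule: 1 h reaction at 25 °C, ATP-initiated; medium: MOPS buffer pH 6.5 with MgCl2, DTT, Tween20, BSA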
# * marks the source's active call; other numbers are inactive results; x = no result given. Random draw from the library; about 4.3% have a hit in one of these screens.
SMILES,IMP-1 inhibitor,PHOSPHO1 block,V1R ag counter,DNA FID counter,VIM-2 inhibitor,OXTR ag,GPR7 antag,GalR3 antagonist,NS3 helicase inh
CCC1CCCCN1Cc1ccc(OC)c(OC)c1 (stereo unspecified),-2.0,-12,0.6,4,-1.8,-0.2,-2,x,1
COC(=O)c1ccc(NC(=O)Nc2ccc([N+](=O)[O-])cc2)cc1,1.3,41,16,21,1.9,20*,47*,-11,11
O=C(CN1CCN(C(=O)c2c(F)cccc2F)CC1)Nc1ccccc1C(F)(F)F,-1.3,9,2.6,-30,0.8,3.1,17,10,-38
C=CCNC(=O)COC(=O)c1ccc(Cl)c(S(=O)(=O)N(Cc2ccccc2)c2ccccc2)c1,-0.4,-28,2.6,-30,-2.5,-1.4,8,-1,-5
Cc1ccccc1C1NC(=O)c2ccccc2O1 (stereo unspecified),-3.0,25,0.9,-9,-3.3,-0.1,-8,-5,1
CCC(C)(C)NC(=O)C(c1ccc(F)cc1)N(Cc1cccs1)C(=O)c1cnccn1 (stereo unspecified),-2.2,49,-0.8,-12,-3.5,-1.2,0,-1,4
O=C(O)c1ccc(N2CCN(C(c3ccccc3)c3ccccc3)CC2)c([N+](=O)[O-])c1,-2.1,23,0.3,-2,-0.7,-1.0,-12,-7,-21
COC(=O)c1nnn(-c2nonc2N)c1CN1CCCC1,1.6,33,1.3,-5,-1.4,0.2,-11,-12,0
CC(C)(C)C(=O)NCCc1nc2ccccc2n1CC(=O)c1ccc(Cl)cc1,0.4,6,1.2,-29,-1.7,-0.2,5,x,9
CCN(CC)S(=O)(=O)c1ccc(O)c(C(=O)OCC(=O)N2c3ccccc3CC2C)c1 (stereo unspecified),-0.5,15,0.6,-4,-0.1,-2.5,11,-4,3
COC(=O)c1ccccc1S(=O)(=O)Oc1ccc(-c2ccc(C(=O)O)cc2)cc1,0.2,-9,2.0,-19,-1.1,2.5,9,-7,7
COc1ccccc1C(CCN(Cc1ccccc1)C(C)=O)c1ccco1 (stereo unspecified),-2.6,40,-1.3,-42,-4.2,-2.3,0,-8,2
Cc1ccccc1N(CC(=O)NCC1CCCO1)C(=O)CNS(=O)(=O)c1ccc(F)cc1 (stereo unspecified),-1.3,-4,1.2,-33,-0.7,0.7,-9,2,-1
c1ccc(-n2c(-c3ccncc3)nnc2-c2ccco2)cc1,2.2,-10,-0.3,-8,-0.1,-0.5,-14,-6,2
CNC(=O)c1ccccc1-c1ccccc1,0.3,16,0.0,-1,0.8,0.7,2,-3,3
COc1ccc(/C(O)=C2/C(=O)C(=O)N(CCN3CCOCC3)C2c2cccnc2)cc1OC (stereo unspecified),-2.1,-10,0.1,-3,-1.0,0.0,-12,-4,2
c1ccc(Oc2cccc(OCCCCSc3ncccn3)c2)cc1,-3.3,3,6.3,-3,-0.8,9.5,-6,-1,4
COc1cc(C(C)=O)ccc1OCC(=O)c1cc(C)n(C2CC2)c1C,-2.6,3,0.5,-13,-1.6,-0.3,-17,4,3
O=C(O/N=C1\C(=O)N(c2ccccc2)c2ccccc21)C1CC1,-2.5,57,-0.1,-9,-1.0,-0.8,-6,-4,9
CC(C)[C@H](NC(=O)c1ccccc1)C(=O)OCC(=O)c1ccccc1F,-2.1,19,0.1,-17,-0.8,0.5,-13,-7,3
COc1ccc2c(c1OC)C(=O)N(c1nc(SC)n[nH]1)C2=O,-1.6,x,0.1,-1,-2.0,-0.7,-12,-1,1
Cc1ccc(N(CC(=O)NCC2CCCO2)C(=O)CCC(=O)Nc2nccs2)cc1C (stereo unspecified),-1.9,8,0.0,-37,-2.6,-0.3,7,-6,-2
Cc1nc2ccccc2c(=O)n1NC(=O)Cc1ccc(Br)cc1,-3.0,27,0.1,-3,0.1,2.5,-20,-5,1
CCOc1ccc(-c2nnn(CC(=O)Nc3cc(OC)cc(OC)c3)n2)cc1OCC,-3.7,-4,0.4,2,-1.5,7.2,-19,-4,3
CCCC(C(=O)NCc1ccco1)N(C(=O)CNS(=O)(=O)c1ccccc1)c1ccc(OC)cc1 (stereo unspecified),-1.9,6,0.0,-49,-2.1,-0.8,-2,-1,6
CN(Cc1ccco1)C(=O)C1CCCN(c2ncnc3c2nc2n3CCCCC2)C1 (stereo unspecified),-2.4,58,2.8,-44,-2.7,1.6,-7,1,6
CCn1c(SCC(=O)Nc2ccc(C(=O)OC)cc2)nc2cccnc21,-2.7,-3,3.5,-23,-1.1,2.5,-3,-4,0
CC(=O)N/C(=C\c1ccccc1)C(=O)OCc1ccc(F)cc1,2.6,10,x,-19,-1.7,x,-7,-5,12
C1=CCC(/C=N/n2cnnc2)CC1 (stereo unspecified),-3.5,14,0.0,-10,-2.5,0.2,-9,-4,-4
C=CCn1c(SCC(=O)Nc2ccc(N(C)C)cc2)nnc1-c1cccc(C)c1,-1.9,58,-1.8,-20,0.7,-1.6,-3,0,2

# Some of these compounds in order of their number in GPR7 antag, descending:
Molecule,IMP-1 inhibitor,PHOSPHO1 block,VIM-2 inhibitor,GPR7 antag,GalR3 antagonist,NS3 helicase inh
CNC(=O)c1ccccc1-c1ccccc1,0.3,16,0.8,2,-3,3
CC(C)[C@H](NC(=O)c1ccccc1)C(=O)OCC(=O)c1ccccc1F,-2.1,19,-0.8,-13,-7,3
COc1cc(C(C)=O)ccc1OCC(=O)c1cc(C)n(C2CC2)c1C,-2.6,3,-1.6,-17,4,3

# Continuation:
SMILES,IMP-1 inhibitor,PHOSPHO1 block,V1R ag counter,DNA FID counter,VIM-2 inhibitor,OXTR ag,GPR7 antag,GalR3 antagonist,NS3 helicase inh
COCC(=O)Nc1nnc(COc2ccc(Cl)cc2)s1,-2.4,8,1.1,-4,-2.8,0.9,-7,-1,-5
CCN1CCCc2cc(CN(CCN3CCOCC3)C(=S)Nc3ccc(C)cc3)ccc21,-4.3,-20,-1.3,-1,-3.0,-2.1,3,-6,-10
Cc1ccc(NC(=O)Nc2nnc(Cc3ccc([N+](=O)[O-])cc3)s2)cc1C,-4.4,-7,0.6,-1,-3.5,0.3,-5,1,-2
COCCNC(=S)N/N=C(\C)c1ccc(Cl)c(Cl)c1Cl,-3.1,-31,-0.6,2,-4.0,-1.7,-9,-2,0
COc1ccc(C(=O)Nc2cc(C)c(NC(=O)c3ccccc3OC)cn2)cc1,-4.0,-21,4.0,-36,-3.1,3.8,-7,-5,-1
CN(C)S(=O)(=O)N1CCC(Oc2ccc(C(=O)NC3CCOC(C)(C)C3)cc2)CC1 (stereo unspecified),-2.1,21,3.5,-42,-1.5,2.9,-4,-9,-1
COCc1nc2ccccc2n1CCCOc1ccccc1,0.7,2,-0.9,-22,0.2,-2.3,2,0,2
Cc1ccc(S(=O)(=O)Nc2cc3c(C(=O)O)c(C)oc3c3ccccc23)c(C)c1,4.3,31,-0.1,-21,0.8,-0.9,-3,-9,-6
COc1cc(NS(=O)(=O)c2ccc(N/C=C(\C=O)c3nc4cc(Cl)ccc4o3)cc2)nc(OC)n1,-1.2,-36,0.1,1,-5.3,-0.3,-7,-2,9
COc1ccc2c(c1)cc(C(=O)N[C@@H](CCSC)C(=O)N1CCC(C(=O)O)CC1)n2C,-1.7,20,0.8,-33,-0.6,0.9,2,-4,3
O=C(NC1CCCC1)C(c1ccccc1)N(Cc1ccco1)C(=O)Cc1cccs1 (stereo unspecified),-2.2,5,-0.3,-27,-3.7,-2.3,42*,-6,2
N#C/C(=C\c1c(N2CCCCCC2)nc2ccccn2c1=O)C(=O)NCc1ccco1,-2.7,20,-0.4,-26,-0.6,-2.5,-6,-5,6
O=C(NC1CCCCC1)N1CCN(Cc2nc3ccccc3c(=O)[nH]2)CC1,-3.1,x,-0.5,-12,-4.5,-0.5,-6,-4,8
CCOc1ccc(N2C(=O)CC(SCCN)C2=O)cc1 (stereo unspecified),-4.7,16,1.6,1,-4.7,2.7,1,-1,2
CCCc1nc2sc3c(c2c(=O)n1NC(=O)CCCl)CCCC3,-3.5,27,-1.3,-11,0.1,-2.1,9,-4,1
CCOC(=O)c1cnn(-c2nc(-c3cccc(F)c3)cs2)c1C(F)(F)F,-2.4,16,-0.2,-3,-5.6,-0.4,0,-5,-3
Cc1ccc(OCC(O)Cn2c(N3CCCCC3)nc3c2c(=O)[nH]c(=O)n3C)cc1C (stereo unspecified),-0.8,19,-0.5,-32,-2.9,-0.2,-9,-9,-6
CCn1c(=O)c(-c2ccccc2)c(O)c2ccccc21,-4.4,-33,-0.8,1,-2.6,-1.0,-12,-1,-2
O=C(CCNC(=O)c1ccccc1Cl)OCC(=O)c1ccccc1,-1.6,-11,-0.3,-3,-2.1,-0.6,-4,-8,0
COc1cc(NC(=O)c2cccs2)c(OC)cc1NC(=O)c1cccs1,0.4,4,-0.7,-34,0.4,-0.1,-18,x,-1
CC1=C(C(=O)NCc2ccccc2)C(c2ccccc2OCC(N)=O)NC(=O)N1 (stereo unspecified),-6.5,-31,-0.5,-4,-1.3,-1.0,-2,4,1
Cc1cc(OCC(=O)NCCCn2ccnc2)c2c(C)cc(=O)oc2c1,-1.8,49,0.6,2,28*,-0.6,-5,-2,1
Cc1oc2cc(O)ccc2c(=O)c1Oc1ccc2ccccc2c1,-1.4,37,5.0,-15,-1.6,4.5,-4,-5,-3
CC(=NCc1ccco1)c1c(C(F)(F)F)[nH]n(-c2nc3ccccc3s2)c1=O,-1.2,11,0.2,1,-4.3,-0.3,-5,-6,10
O=C(c1cccc(S(=O)(=O)N2CCOCC2)c1)N(CCO)Cc1ccccc1,-0.2,-32,0.8,-4,-1.1,0.8,-8,-5,-10
Cn1c(SC2C(=O)CC(C)(C)CC2=O)nnc1-c1ccco1,-4.3,58,0.3,-10,-1.3,1.2,-6,-2,3

# Given field by field: part of the list above
O=C(c1cccc(S(=O)(=O)N2CCOCC2)c1)N(CCO)Cc1ccccc1
  IMP-1 inhibitor = -0.2	PHOSPHO1 block = -32	V1R ag counter = 0.8	DNA FID counter = -4	VIM-2 inhibitor = -1.1	OXTR ag = 0.8	GPR7 antag = -8	GalR3 antagonist = -5	NS3 helicase inh = -10

Cn1c(SC2C(=O)CC(C)(C)CC2=O)nnc1-c1ccco1
  IMP-1 inhibitor = -4.3	PHOSPHO1 block = 58	V1R ag counter = 0.3	DNA FID counter = -10	VIM-2 inhibitor = -1.3	OXTR ag = 1.2	GPR7 antag = -6	GalR3 antagonist = -2	NS3 helicase inh = 3

# Entries of single compounds, looked up by structure.
# O=C(CCNC(=O)c1ccccc1Cl)OCC(=O)c1ccccc1 is listed as IMP-1 inhibitor = -1.6; PHOSPHO1 block = -11; V1R ag counter = -0.3; DNA FID counter = -3; VIM-2 inhibitor = -2.1; OXTR ag = -0.6; GPR7 antag = -4; GalR3 antagonist = -8; NS3 helicase inh = 0
# Cn1c(SC2C(=O)CC(C)(C)CC2=O)nnc1-c1ccco1 is listed as IMP-1 inhibitor = -4.3; PHOSPHO1 block = 58; V1R ag counter = 0.3; DNA FID counter = -10; VIM-2 inhibitor = -1.3; OXTR ag = 1.2; GPR7 antag = -6; GalR3 antagonist = -2; NS3 helicase inh = 3
